Screens deposited in PubChem by several laboratories.
FadD28 FP inh: M. tuberculosis FadD28 bisubstrate binding inhibition; FadD28 bisubstrate probe binding, fluorescence polarization; inhibition, % at 12.5 µM; hit rate 0.22% among 360,000; in the data active means inhibition above about 8.5%, passing the limit was not always enough; inconclusive means no clear call, values can overlap the other calls
PrPC surface inh: reduces human prion protein on the cell surface. cell surface PrPC, TR-FRET read-out. inhibition, % at 13.8 µM. hit rate 0.43% among 370,000. AID 720596; in the data active means inhibition above about 24%; further: 0% = median of the test wells and 100% = reference compound wells
UGM FP inh: inhibitors of M. tuberculosis UDP-galactopyranose mutase | hit rate 0.06% among 320,000 | inhibition, % at 10 µM | AID 504406 | P9WIQ1 | purified UGM, fluorescence polarization probe displacement; in the data active means inhibition above about 10%, passing the limit was not always enough; inconclusive means no clear call, values can overlap the other calls
Target sequence (P9WIQ1 whole entry, looked up): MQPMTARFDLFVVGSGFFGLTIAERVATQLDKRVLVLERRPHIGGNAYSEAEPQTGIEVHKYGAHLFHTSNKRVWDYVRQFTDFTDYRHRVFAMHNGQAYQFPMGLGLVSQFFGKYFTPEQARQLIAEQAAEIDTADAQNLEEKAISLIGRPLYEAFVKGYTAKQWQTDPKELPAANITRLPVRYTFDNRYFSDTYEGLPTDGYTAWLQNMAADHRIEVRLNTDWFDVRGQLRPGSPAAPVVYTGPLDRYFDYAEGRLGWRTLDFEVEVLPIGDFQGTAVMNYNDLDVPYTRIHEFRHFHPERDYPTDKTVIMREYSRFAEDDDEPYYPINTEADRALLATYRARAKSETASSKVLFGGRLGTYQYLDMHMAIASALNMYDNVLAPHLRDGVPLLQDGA
GDH-TPI counter: counter-screen for M. tuberculosis FBA inhibitors: GDH-TPI coupled enzymes | GDH-TPI coupled enzyme counterscreen, NADH absorbance | AID 588335 | inhibition, % at 4.8 µM | hit rate 1.2% among 360,000; in the data active means inhibition above about 30%;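 further: 0% = DMSO wells and 100% = wells lacking the enzyme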
BoNT F protease: BoNT F light chain protease inhibition | Multiplex microsphere protease cleavage assay, flow cytometry | inhibition, % at 10 µM | hit rate 0.22% among 360,000 | AID 588497; in the data active means inhibition above about 35%, passing the limit was not always enough; inconclusive means no clear call, values can overlap the other calls; further: plate controls were buffer without enzyme for full effect and enzyme alone for no effect
MazEF act: activators of E. coli MazEF toxin-antitoxin RNase | P0AE70 | FAM/BHQ RNA-DNA oligo cleavage fluorescence, 5 h | activation, % at 20 µM | hit rate 0.32% among 350,000 | AID 504720; in the data active means activation above about 50%
Target sequence (P0AE70 whole entry, looked up): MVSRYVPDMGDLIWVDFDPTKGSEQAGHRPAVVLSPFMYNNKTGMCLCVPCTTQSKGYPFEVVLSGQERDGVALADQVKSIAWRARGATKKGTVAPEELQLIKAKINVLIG
Mtb BioA inh: blocks M. tuberculosis BioA enzyme activity. purified M. tuberculosis BioA enzyme, plate reader. inhibition, % at 9.99 µM. hit rate 0.096% among 360,000. AID 602481; in the data active means inhibition above about 40%; inconclusive means no clear call, values can overlap the other calls
Rv3671c protease: Rv3671c (M. tuberculosis) protease inhibition; hit rate 0.048% among 320,000; AID 2606; P9WHR9; inhibition, % at 5.96 µM; in the data active means inhibition above about 38%;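 further: extracellular domain of Rv3671c used as enzyme; 0% = enzyme with DMSO and 100% = no enzyme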
FBA Mtb inh: Mtb fructose-bisphosphate aldolase inhibition; P9WQA3; purified M. tuberculosis FBA, fluorescence read-out; inhibition, % at 1 µM; hit rate 2.3% among 360,000; AID 588726; in the data active means inhibition above about 27%;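 further: 0% = vehicle and 100% = reference inhibitor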
Target sequence (P9WQA3 whole entry, looked up): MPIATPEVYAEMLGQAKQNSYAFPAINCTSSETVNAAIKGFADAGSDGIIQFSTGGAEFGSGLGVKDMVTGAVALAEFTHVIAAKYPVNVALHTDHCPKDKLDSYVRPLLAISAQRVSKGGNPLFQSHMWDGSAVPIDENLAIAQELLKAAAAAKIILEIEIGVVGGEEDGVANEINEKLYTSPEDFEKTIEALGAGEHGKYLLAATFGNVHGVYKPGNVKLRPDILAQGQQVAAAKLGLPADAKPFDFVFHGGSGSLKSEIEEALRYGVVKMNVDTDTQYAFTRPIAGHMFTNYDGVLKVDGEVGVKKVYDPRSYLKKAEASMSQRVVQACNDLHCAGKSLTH
* = called active by the depositor; ? = inconclusive; / = not tested or not shown; + = active, no number. Random draw from the library; 4.8% or so of the library scored in one or more.

SMILES	FadD28 FP inh	PrPC surface inh	UGM FP inh	GDH-TPI counter	BoNT F protease	MazEF act	Mtb BioA inh	Rv3671c protease	FBA Mtb inh
COc1cccc(CNC(=O)Cn2nc([N+](=O)[O-])c(Br)c2C)c1	-1.0	-14	-3.3	6	?	-1	-1.5	-8	1
COCCNCCOc1ccc(C(C)(C)c2ccccc2)cc1	-2.5	-5	-1.3	-3	4	1	/	-16	9
CCOc1ccc(NC(=O)Cc2cccc3ccccc23)c([N+](=O)[O-])c1	-0.2	1	3.8	-2	-4	26	/	3	-3
O=C(Nc1cc(C(F)(F)F)ccc1N1CCOCC1)c1ccc2ccccc2n1	-1.1	-1	1.2	5	-2	8	-2.1	-1	2
Cc1nc2ccc(Cl)cc2[nH]1	-0.7	-7	/	13	-17	3	-0.4	/	5
CC(NC(=O)C12CC3CC(CC(C3)C1)C2)C(=O)N/N=C/C1=C(N2CCOCC2)C(=C\c2ccccc2)/CC1 (stereo unspecified)	-0.7	8	2.3	21	-13	-5	-1.6	10	0
COc1ccc(OC)c(C2C(C#N)=C(N)Oc3cc(C)n(Cc4ccccn4)c(=O)c32)c1 (stereo unspecified)	-3.7	1	-1.2	2	-9	3	-0.5	10	1
CCC(NC(=O)c1cc(COc2cncc(Cl)c2)on1)c1ccncc1 (stereo unspecified)	-1.1	17	-0.5	-8	10	2	0.6	-4	-1
CCOC(=O)N1CCN(Cc2c(F)cccc2Cl)CC1	-1.9	-5	-1.9	5	1	6	-1.5	1	3
CCC(C)(C)C1CCC2(CC1)NC(=O)N(CC(=O)N1CCN(S(=O)(=O)c3cc(C)ccc3C)CC1)C2=O (stereo unspecified)	-3.5	-2	-0.9	-1	7	2	-0.8	-6	0
CS(=O)(=O)c1[nH]nc(-c2ccccc2Cl)c1C#N	-0.4	5	1.3	3	/	4	-1.6	12	2
COc1cc(C(=O)O/N=C(\N)c2ccc([N+](=O)[O-])cc2)cc(OC)c1OC	-1.9	-8	0.4	2	-1	5	3.0	-3	0
O=c1nc2ccc(Cl)cn2c2ccc(S(=O)(=O)N3CCCCC3)cc12	0.0	-6	1.0	11	21	-11	0.2	1	60*
FC(F)(F)c1cc(Cl)c2nnc(-c3cccnc3)n2c1	1.1	-3	1.7	3	-3	-8	/	8	2
C=CCOc1ccc(/C=C/C(=O)OCC(=O)NCCC2=CCCCC2)cc1	-0.9	6	-0.6	10	-2	-2	-2.2	-9	3
Cc1cccc(Nc2ncnc3nc[nH]c23)c1C	-0.1	-5	-4.1	7	2	6	2.1	1	7
COC(=O)CCS(=O)(=O)c1ccc(Cl)c(Cl)c1	/	0	-2.2	/	/	14	/	9	/
CCCCN=C(NNc1ccc(Br)cc1)C(=O)OCC	0.0	19	1.7	7	-2	0	/	3	1
CC(C)(C)c1ccc(/C=C/C(=O)NCCCN2CCOCC2)cc1	-3.1	0	-1.2	-6	-24	-1	2.7	-1	0
CCOC1=C2[C@H](c3cccc(Cl)c3)N(S(=O)(=O)c3ccc(C)cc3)C[C@H]2n2c(=O)n(-c3ccccc3)c(=O)n2C1	-2.5	4	/	/	-6	/	-1.3	/	1
Cc1c(C(=O)N2C[C@@H](C)O[C@@H](C)C2)oc2c(F)cccc12	-0.5	1	2.2	3	1	11	-0.5	-5	0
O=C(Cc1cccs1)NCc1cccc(F)c1	0.5	-1	-0.5	16	0	4	/	-2	4
Cc1cccc(NC(=O)CCS(=O)(=O)c2ccc3c(c2)oc(=O)n3C)c1	-1.2	-9	-0.4	0	5	6	-1.0	3	2
Cn1c(=O)c2c(nc(NCC3CCCO3)n2Cc2cccc(Br)c2)n(C)c1=O (stereo unspecified)	/	9	-1.7	-4	0	6	2.4	2	2
Cc1cc(=O)c2c(=O)[nH][nH]c2[nH]1	0.5	1	/	12	-7	9	-0.6	/	6
CN1CCCN(CC(O)COCc2cccs2)CC1 (stereo unspecified)	-0.5	-3	-0.4	5	-9	0	7.9	-15	0
O=C(NCC1CCCO1)c1ccc(COc2ccccc2Br)cc1 (stereo unspecified)	-0.2	-4	4.4	4	-16	-11	0.2	-15	1
COc1cccc(C2CC(c3ccccc3)Nc3nc(N)nn32)c1 (stereo unspecified)	-3.3	-1	2.6	1	-6	10	2.4	-1	1
COCCCNC(=O)CN(c1cccc(Cl)c1C)S(C)(=O)=O	-0.6	4	0.0	0	2	-9	-3.6	-2	-1
c1csc(CNCc2ccncc2)c1	-1.3	13	1.7	-7	0	3	-4.0	-3	-1
COc1ccccc1N(CC(=O)Nc1ccccc1)S(=O)(=O)c1cccs1	-1.8	1	0.6	5	2	5	1.5	-6	1
CCCCn1c(=O)c(CCC(=O)OCC(=O)Nc2cc(Cl)ccc2OC)nc2ccccc21	-2.9	4	-2.0	1	-3	-2	0.6	-5	1
COc1ccc(C(=O)NCC(=O)N2CCN(C(=O)c3ccco3)CC2)cc1OC	-1.0	0	/	1	10	7	-1.1	/	0
O=C(NCC1(N2CCOCC2)CCCCC1)c1ccc(Cl)c(S(=O)(=O)NCc2ccco2)c1	-0.1	-7	-0.6	12	5	-5	-1.3	-9	2
Cc1cc2occ(CC(=O)Nc3nccs3)c2cc1C(C)C	-1.6	-1	2.0	14	2	9	-0.6	-15	-2
COc1ccc(C2c3c(-c4ccccc4O)n[nH]c3C(=O)N2CCc2ccc(OC)c(OC)c2)cc1 (stereo unspecified)	-8.0	-4	-0.5	-4	-6	-5	0.2	5	-3
CC(OC(=O)/C=C/c1cccs1)C(=O)NC1CCCCC1C (stereo unspecified)	-2.6	2	-1.2	-2	-1	1	-1.8	-6	-3
CC(C)NC(=O)CCCOc1ccc(Cl)cc1Cl	-0.4	-4	-0.1	11	-5	1	-0.7	-7	2
CCNC(=O)CSc1nnc(-c2ccccc2)n1-c1ccc(OCC)cc1	-2.2	9	-2.3	4	2	0	-1.0	-1	2
CCN(CC)S(=O)(=O)c1cc(NC(=O)c2ccc(-n3cncn3)c([N+](=O)[O-])c2)ccc1C	-0.9	-18	-3.9	-2	-7	4	0.9	-8	-2
NC(=O)c1cc(S(=O)(=O)N2CCOCC2)ccc1Sc1ccccc1N	-4.4	7	/	1	2	5	0.8	/	0
C=C(C)COc1ccc(-c2n[nH]c(C)c2-c2ccccc2OC)c(O)c1	-2.2	0	-0.5	-4	-4	-1	-1.6	7	-3
CC1CN(S(=O)(=O)c2ccc(C(=O)NN3CCN(C)CC3)cc2)CC(C)O1 (stereo unspecified)	1.5	5	1.1	4	-4	2	/	3	0
Cc1ccccc1N/N=C/c1ccc(N2CCOCC2)cc1	-1.8	-7	0.7	16	-34	8	-1.1	9	0
Nc1c(C(=O)Nc2nccs2)sc2nc(-c3cccs3)cc(C(F)(F)F)c12	-2.4	2	1.4	10	82*	115*	/	-9	42*
O=C(NC1(C(F)(F)F)NC(=O)N(c2ccc(F)c(Cl)c2)C1=O)c1ccncc1 (stereo unspecified)	-1.5	-1	3.8	14	-2	0	0.4	-4	0
CC(C)CNC(=O)COC(=O)c1c2c(nc3ccccc13)/C(=C/c1cccs1)CC2	-3.1	21	2.5	9	18	-45	-1.0	-23	1
Cc1ccc(C(=O)N(CC#N)CC#N)cc1C	0.3	0	-1.2	2	-8	13	/	2	0
CSc1nnc(NC(=O)c2ccc3c(c2)OCO3)s1	-2.2	-2	4.4	9	-4	0	-0.9	-2	0
COc1ccc([C@@H]2[C@@H]3C(=O)N(C(C)(C)C)C(=O)[C@@H]3[C@]3(Cc4ccccc4)C(=O)N(c4cccc(C)c4)C(=O)N23)cc1	-1.6	-7	1.6	0	3	-2	-0.5	-6	3
Carrying on.
SMILES	FadD28 FP inh	PrPC surface inh	UGM FP inh	GDH-TPI counter	BoNT F protease	MazEF act	Mtb BioA inh	Rv3671c protease	FBA Mtb inh
OCC1OC(Oc2c(Br)cc(Br)cc2Br)C(O)C(O)C1O (stereo unspecified)	/	2	/	4	-8	-4	-0.1	/	3
COc1ccc(C2=NOC(C(=O)NCCN3CCOCC3)C2)cc1 (stereo unspecified)	-3.1	-1	-0.5	-2	0	6	-0.7	-7	3
O=C(NN1C(=O)C2C(C1=O)C1C=CC2C12CC2)c1cccnc1 (stereo unspecified)	-4.2	5	1.9	-9	4	6	/	9	-1
O=C(NCc1ccccn1)C(=O)C1C(=O)Nc2ccccc21 (stereo unspecified)	-1.1	-4	0.5	2	-2	5	/	3	2
O=C(NCCO)C(=O)NCC(c1cccs1)S(=O)(=O)c1ccc(F)cc1 (stereo unspecified)	-0.2	5	/	1	-4	7	0.0	/	-1
Cc1ccc(S(=O)(=O)/N=C/c2ccco2)cc1	-1.8	-2	0.1	2	-11	9	-1.2	6	0
O=C(CSc1nnc2ccccn12)NNC(=O)c1ccc([N+](=O)[O-])cc1	-2.5	-29	-1.8	8	4	1	-1.3	-2	-3
CC(C)NC(=O)c1ccc(CS(=O)(=O)c2ccc(Br)cc2)o1	-1.5	3	2.6	-2	-1	5	0.0	3	-2
CCOc1cc(/C=C(/C#N)c2nc3ccccc3[nH]2)ccc1Oc1ccc([N+](=O)[O-])cn1	-4.3	-5	-0.6	14	5	9	-1.9	-27	0
COc1cccc(C2=NOC(C(=O)NCc3ccccn3)C2)c1 (stereo unspecified)	-0.3	4	3.2	8	5	6	1.9	-7	1

The closing 7 compounds of the section before are carried over, then new ones follow:
SMILES	FadD28 FP inh	PrPC surface inh	UGM FP inh	GDH-TPI counter	BoNT F protease	MazEF act	Mtb BioA inh	Rv3671c protease	FBA Mtb inh
O=C(NCc1ccccn1)C(=O)C1C(=O)Nc2ccccc21 (stereo unspecified)	-1.1	-4	0.5	2	-2	5	/	3	2
O=C(NCCO)C(=O)NCC(c1cccs1)S(=O)(=O)c1ccc(F)cc1 (stereo unspecified)	-0.2	5	/	1	-4	7	0.0	/	-1
Cc1ccc(S(=O)(=O)/N=C/c2ccco2)cc1	-1.8	-2	0.1	2	-11	9	-1.2	6	0
O=C(CSc1nnc2ccccn12)NNC(=O)c1ccc([N+](=O)[O-])cc1	-2.5	-29	-1.8	8	4	1	-1.3	-2	-3
CC(C)NC(=O)c1ccc(CS(=O)(=O)c2ccc(Br)cc2)o1	-1.5	3	2.6	-2	-1	5	0.0	3	-2
CCOc1cc(/C=C(/C#N)c2nc3ccccc3[nH]2)ccc1Oc1ccc([N+](=O)[O-])cn1	-4.3	-5	-0.6	14	5	9	-1.9	-27	0
COc1cccc(C2=NOC(C(=O)NCc3ccccn3)C2)c1 (stereo unspecified)	-0.3	4	3.2	8	5	6	1.9	-7	1
Cn1c(SCC(=O)Nc2cccc(F)c2)nc2c([nH]c3ccccc32)c1=O	-1.1	0	-1.1	12	-3	17	/	0	4
Cc1ccc2nc(N(CCCN(C)C)C(=O)c3ccc(S(=O)(=O)N4CCOCC4)cc3)sc2c1	-0.4	-6	1.1	7	2	19	1.3	-7	2
Cc1ccc2cc(CCNC(=O)c3cccc([N+](=O)[O-])c3)c(=O)[nH]c2c1C	-2.9	-7	5.8	10	-3	-4	-1.4	-1	1
CCCCS(=O)(=O)N1CCCC(C(=O)Oc2ccc(Cl)cc2)C1 (stereo unspecified)	-1.0	0	-1.2	3	?	-3	0.0	-1	0
O=C(N/N=C/c1ccco1)c1cccc(S(=O)(=O)Nc2ccccc2Cl)c1	-1.7	-2	1.9	19	8	0	/	-7	2
CCOc1ccc(-n2c(SCc3nc(-c4cccs4)no3)nnc2-c2ccncc2)cc1	-2.5	3	1.4	2	33	-1	13	-1	3
C/C(CC(=O)Nc1ccc(F)cc1)=N\NC(=O)c1ccccn1	-2.8	4	4.6	-3	3	4	-0.4	2	-1
CC1=NOC(=O)/C1=C\c1ccccc1	-0.4	-8	4.8	-4	-2	7	-1.2	1	-4
CCOC(=O)c1nnsc1C(OC)Oc1ccccc1 (stereo unspecified)	-2.1	-8	/	6	2	10	0.0	/	4
COc1cc(C(=O)N2CCN(C(=O)C3COc4ccccc4O3)CC2)cc(OC)c1OC (stereo unspecified)	-1.1	-4	1.6	6	-6	4	40	-8	2
CCCN(CCC)CCCNC(=O)c1cc2cc3ccc(OC)cc3nc2o1	-3.1	-32	0.1	32*	4	0	1.9	1	+
COc1ccc(C(=O)Cn2c(C(C)=O)nc3ccccc32)cc1	-0.2	-11	/	20	6	2	/	/	17
CNC1(c2nnnn2-c2ccccc2C)CCOC(C)(C)C1 (stereo unspecified)	0.1	-3	2.0	9	2	8	-1.4	0	-3
